CHO parental Ca: signal in parental CHO cells, OX1R antagonist counter-screen; inhibition, % at 5.6 µM; parental CHO-K1, ATP-induced calcium, Fluo-8 fluorescence; hit rate 0.63% among 330,000;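 active = inhibition above that plate's mean sample inhibition plus 3 SD, cut at about 26% in these data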;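 also: 0% = ATP-challenged DMSO wells and 100% = DMSO wells without ATP; some compounds past the cut are filed as inactive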
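test system = CHO parental line | reagent = ATP stimulus | measured by = intracellular calcium via Fluo-8 no-wash fluorescent dye | control set = ATP and no-ATP DMSO wells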
CHO-K1 Ca ag: M1 agonist counterscreen hit in parental CHO-K1 cells; Fluo-8 calcium fluorescence; scaled to maximal ATP response, vehicle zero; activation, % at 3 µM; hit rate 0.48% among 360,000; AID 602248; in the data active = activation above about 15%;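 also: untransfected CHO-K1 host cells lacking M1 receptor as counterscreen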
OXTR potentiate: potentiates the human oxytocin receptor response; CHO-OTR cells, Fluo-8 calcium fluorescence, potentiator mode; 0% = oxytocin EC15, 100% = EC100; activation, % at 3 µM; hit rate 0.061% among 320,000; AID 2445; P30559;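 active = activation above that plate's cutoff, the mean activation of tested compounds plus 3 SD, cut at about 6.6% in these data, passing the limit was not always enough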;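 also: 100% uses oxytocin at 75 nM as the full agonist control; some results filed as inactive read as strong as hits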
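Assay system: CHO cell line stably expressing human OTR | Also added: Oxytocin at about EC15, sub-maximal agonist stimulus | Times: Compound 6 min at room temperature before oxytocin, 100 s read | Measured by: Fluo-8 intracellular calcium fluorescence, ex 470-495, em 515-575 nm | Controls: EC15 oxytocin alone as 0%, 75 nM oxytocin as 100%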
TAAR1 ag: human TAAR1 agonism. Q96RJ0. CHO RD-HGA16 TAAR1, Fluo-8 calcium fluorescence; vehicle wells 0%, saturating PEA agonist 100%. activation, % at 3 µM. hit rate 0.99% among 360,000. AID 624467;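 active = activation above the mean activation of all test compounds in the run plus 3 SD, cut at about 38% in these data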
Target sequence (Q96RJ0 whole entry, looked up): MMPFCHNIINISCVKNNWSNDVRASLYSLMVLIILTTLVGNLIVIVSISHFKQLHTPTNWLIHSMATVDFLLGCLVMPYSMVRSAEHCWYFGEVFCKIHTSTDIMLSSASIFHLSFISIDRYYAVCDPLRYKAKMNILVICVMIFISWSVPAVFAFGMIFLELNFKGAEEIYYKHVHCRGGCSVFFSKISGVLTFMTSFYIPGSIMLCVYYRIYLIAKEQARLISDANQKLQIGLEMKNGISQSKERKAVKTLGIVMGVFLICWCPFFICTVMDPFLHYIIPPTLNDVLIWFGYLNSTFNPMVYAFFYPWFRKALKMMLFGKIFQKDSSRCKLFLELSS
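Assay system – CHO-derived RD-HGA16 cells with stable Gα16 and human TAAR1 · Compound dosing – one-point dosing at 3 µM (nominal) · Incubation – 17-24 h seeding, 75 min 37 °C dye, 30 min RT · Measured by – kinetic Fluo-8 calcium fluorescence · Control set – DMSO vehicle as 0%, PEA at EC100 as 100% · Repeats – single well for each compound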
M1 PAM parental: counter-screen for M1 PAMs: effect in parental CHO-K1 cells; AID 602247; ATP EC20, Fluo-8 calcium fluorescence; 0% at ATP EC20, 100% at ATP max; activation, % at 3 µM; hit rate 0.02% among 360,000;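 active = activation above the run cutoff, the mean activation of all test compounds plus 3 SD, cut at about 40% in these data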;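 also: peak over basal fluorescence ratio in a 140 s read after ATP addition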
M1 antag: human CHRM1 antagonism. CHO-K1 hM1, Fluo-8 calcium fluorescence, ACh EC80 antagonist. inhibition, % at 3 µM. hit rate 1.3% among 360,000. AID 588852;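 active = percent inhibition above its own plate's cutoff, namely the mean of that plate's compound wells plus 3 SD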;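 also: peak over basal fluorescence ratio during 140 s after agonist addition; 0% = ACh EC80 plus DMSO and 100% = DMSO alone without agonist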
Target sequence (P11229 whole entry, looked up): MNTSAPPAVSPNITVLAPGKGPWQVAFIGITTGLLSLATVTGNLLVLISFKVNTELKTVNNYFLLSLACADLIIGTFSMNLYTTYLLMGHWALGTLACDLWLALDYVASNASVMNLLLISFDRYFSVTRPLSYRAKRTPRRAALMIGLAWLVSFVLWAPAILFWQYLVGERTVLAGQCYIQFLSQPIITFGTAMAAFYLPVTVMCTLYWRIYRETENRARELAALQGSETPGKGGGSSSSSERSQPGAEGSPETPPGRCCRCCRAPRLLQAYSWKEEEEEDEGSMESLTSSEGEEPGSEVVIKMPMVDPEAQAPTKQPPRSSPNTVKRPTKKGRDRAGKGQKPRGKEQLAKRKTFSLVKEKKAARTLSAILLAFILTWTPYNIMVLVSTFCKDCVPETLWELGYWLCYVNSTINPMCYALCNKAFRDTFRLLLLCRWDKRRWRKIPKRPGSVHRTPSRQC
CHRM1 agonist: activates human CHRM1 receptor | AID 588814 | CHO-K1 hM1, Fluo-8 calcium fluorescence, agonist mode; 0% DMSO, 100% acetylcholine EC100 | P11229 | hit rate 0.33% among 360,000 | activation, % at 3 µM;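 active = activation above the run's mean compound activation plus 3 SD, cut at about 16% in these data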;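 also: peak over basal fluorescence ratio within a 140 s kinetic read after compound addition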
CHO-K1 Ca antag: M1 antagonist counterscreen hit in parental CHO-K1 cells; hit rate 0.6% among 360,000; AID 602250; inhibition, % at 3 µM; ATP-induced calcium, Fluo-8 fluorescence;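 active = inhibition above a per-plate cutoff, the plate's mean sample inhibition plus 3 SD, cut at about 24% in these data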;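 also: 0% = DMSO plus EC80 ATP and 100% = DMSO alone without ATP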
TAAR1 antag: antagonists of human TAAR1 | Q96RJ0 | CHO RD-HGA16 TAAR1, Fluo-8 calcium fluorescence, antagonist | inhibition, % at 3 µM | hit rate 1.5% among 360,000 | AID 624466;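 active = inhibition above a per-plate cutoff, the mean inhibition of test compounds on that plate plus 3 SD, cut at about 49% in these data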;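 also: 0% = DMSO plus EC80 beta-PEA response and 100% = DMSO alone without agonist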
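Test system: hTAAR1-expressing CHO RD-HGA16 cells, Gα16-coupled; Probe or stimulus: EC80 β-phenethylamine stimulus; Compound dosing: single nominal final test compound concentration of 3 µM; Timing: 140 s kinetic read after compound, 140 s after agonist; Signal: Fluo-8 calcium-sensitive fluorescence; Measure: % inhibition of agonist calcium response; Controls: DMSO and EC80 PEA controls.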
* marks the source's active call; other numbers are inactive results; nt = no result given. Rows are unselected; 4.2% or so of the library scored in one or more.

Each structure is followed by: CHO parental Ca	CHO-K1 Ca ag	OXTR potentiate	TAAR1 ag	M1 PAM parental	M1 antag	CHRM1 agonist	CHO-K1 Ca antag	TAAR1 antag
COc1ccc2c(c1OC)C(=O)OC2CC(=O)c1ccc2c(c1)OCO2 (configuration not stated)
  -4	0.4	3	4	0	5	8	4	-12
Cc1c(C#N)c(=O)c(-[n+]2ccccc2)c([S-])n1-c1ccc(Cl)cc1
  -3	1.0	-4	-1	10	0	-4	-7	3
Cc1cccn2c(=O)c3cc(C#N)c(=O)n(CCCN4CCOCC4)c3nc12
  -2	-0.8	0	0	-9	7	-6	26*	8
Cc1nnc(SCC(=O)NC2CCCC2)s1
  -6	0.5	-6	6	17	-9	-3	-4	4
COc1ccc(C(=O)NCC(C)(C)CNC(=O)c2ccc(OC)c(OC)c2)cc1OC
  -21	0.6	1	0	16	-16	-5	-14	-17
CCOC(=O)Cc1c[nH]c2ccccc12
  -7	0.3	-1	8	8	-1	-2	9	0
Cc1ccc(S(=O)(=O)NCCN2CCOCC2)cc1
  3	0.0	-10	11	10	2	-1	-11	-8
O=C(NCc1ccco1)c1ccc(Cn2c(=S)[nH]c3ccccc3c2=O)cc1
  -18	2.3	0	1	15	-1	2	-9	4
c1ccc2c(c1)NCC1CCCN21 (configuration not stated)
  -15	0.5	-20	-1	1	-5	-9	2	8
CCOc1ccccc1CN1CCNC(=O)C1CC(=O)N(C)C1CCOCC1 (configuration not stated)
  -14	0.8	-1	4	16	-3	-2	-14	-6

Given tab-delimited: two of the compounds above.
SMILES	CHO parental Ca	CHO-K1 Ca ag	OXTR potentiate	TAAR1 ag	M1 PAM parental	M1 antag	CHRM1 agonist	CHO-K1 Ca antag	TAAR1 antag
c1ccc2c(c1)NCC1CCCN21 (configuration not stated)	-15	0.5	-20	-1	1	-5	-9	2	8
CCOC(=O)Cc1c[nH]c2ccccc12	-7	0.3	-1	8	8	-1	-2	9	0

(further entries)
Each structure is followed by: CHO parental Ca	CHO-K1 Ca ag	OXTR potentiate	TAAR1 ag	M1 PAM parental	M1 antag	CHRM1 agonist	CHO-K1 Ca antag	TAAR1 antag
O=C(O)C1CC1C(=O)Nc1nc2c(Cl)cccc2s1 (configuration not stated)
  -1	4.1	-11	0	2	-3	-2	1	-8
NS(=O)(=O)c1ccc(NC2(C(=O)O)CCCC2)cc1
  2	0.7	-4	-1	4	-1	-4	-8	-9
COc1ccc(/C=N/NC(=S)Nc2cccc(C(=O)O)c2)cc1
  -11	-0.1	-12	-1	-9	12	-2	23	0
O/N=C/c1cc(Cl)ccc1OCc1ccccc1Cl
  -13	0.2	3	16	8	-22	-3	4	27
Cc1cc(C(C)(C)C)oc1C(=O)N1CCN(C(=O)c2oc(C(C)(C)C)cc2C)CC1
  nt	0.4	nt	3	6	2	-3	-10	-10
O=C(Nc1ccccc1)Oc1ccc[nH]c1=O
  -6	4.6	-12	9	20	-15	3	-12	5
O=C(COC(=O)/C=C/c1ccccc1)NC1CC1
  -17	-0.3	-6	-1	-15	-7	-3	3	7
COc1ccc(NC(=O)CN(C)C(=O)c2cn(-c3ccccc3)nc2-c2ccc(OC)cc2)cc1
  -20	-0.3	-4	1	13	-2	-4	7	7
Cc1ccc(OCCC(=O)OCC(=O)NC2CCCC(C)C2C)cc1 (configuration not stated)
  2	0.4	0	-1	18	-7	-2	-27	-2
COc1ccc(N2Cc3ccccc3C2=NC(=O)c2cccc([N+](=O)[O-])c2)cc1
  -4	0.1	-5	-1	13	-6	-12	-9	11

Next structures follow.
Each structure is followed by: CHO parental Ca	CHO-K1 Ca ag	OXTR potentiate	TAAR1 ag	M1 PAM parental	M1 antag	CHRM1 agonist	CHO-K1 Ca antag	TAAR1 antag
CCOc1ncccc1C(=O)N1CCN(Cc2ccc3c(c2)OCO3)CC1
  -3	0.7	-8	10	5	-3	-5	-9	-6
O=S(=O)(Nc1ccc(Br)cn1)c1ccc2ccccc2c1
  -7	-0.1	-6	-5	3	-14	-4	-10	-8
CCOCCCNC(=O)c1oc2ccc3c(c2c1C)C(O)CC(C)(C)O3 (configuration not stated)
  nt	1.8	nt	3	-10	-7	-3	-2	-11
CCCCCCC[N+](CC)(CC)CCCCc1ccc(Cl)cc1
  -3	0.3	-15	9	19	56	-7	-9	-14
Cc1ccc(S(=O)(=O)CCC(=O)OCC(=O)c2c[nH]c3ccccc23)cc1
  -11	3.9	-9	30	8	-2	-3	-4	-3
COC(=O)N/N=C/c1cccc([N+](=O)[O-])c1
  1	1.4	-1	1	6	-6	-2	-10	-30
Cc1cc(C)c(NC(=O)CN(C)C(=O)CCC(=O)c2ccc(C)s2)c(C)c1
  -29	-0.1	0	0	-10	-7	-6	-10	-18
CCOc1ccc(-n2nc3ccc(N)cc3n2)cc1
  nt	0.3	nt	0	5	0	-2	9	-18
Cc1cc(OCC(=O)N(C)Cc2ccccc2)ccc1Cl
  -22	0.9	-4	-3	-10	10	-3	-3	18
COc1ccc(N(C(=O)CNC(=O)c2ccco2)C(C(=O)NC2CCCC2)c2ccc(C)o2)cc1 (configuration not stated)
  -28	0.8	-11	-3	-7	-5	-4	-7	4

Next part
Each structure is followed by: CHO parental Ca	CHO-K1 Ca ag	OXTR potentiate	TAAR1 ag	M1 PAM parental	M1 antag	CHRM1 agonist	CHO-K1 Ca antag	TAAR1 antag
C=CCSc1nnc(-c2sc(-c3ccccc3)nc2C)n1C
  -1	0.8	-3	3	9	-14	-1	6	-14
COc1ccc(NC(=O)c2ccc(Cl)nc2)cc1S(=O)(=O)N1CCCCC1
  -12	3.0	-5	5	10	5	-2	2	5
CC1CC(C)CN(S(=O)(=O)c2ccc3c(c2)C(C)(C)C(=O)N3C)C1 (configuration not stated)
  -11	0.3	-7	4	-11	1	-4	-14	-4
Cc1cc(Cl)cc(C)c1OCCOCCNCc1ccccc1
  -7	2.4	-17	15	-7	19	-8	7	-1
COc1ccc(CN2CCNC(=O)C2CC(=O)N(C)Cc2nccs2)c(OC)c1 (configuration not stated)
  -4	-0.3	-10	2	17	3	-2	-10	-23
O=C(CSc1nnc(CNc2ccc(F)cc2)n1Cc1ccccc1)NCc1ccco1
  -24	2.1	-5	5	21	-5	-3	-8	5
COc1ccc(/C=C/C(=O)Nc2cc(F)ccc2C)cc1S(=O)(=O)N1CCOCC1
  -21	1.8	-8	6	11	-12	-3	-9	-11
CCOC(=O)c1c(C)[nH]c(O)c1C=Nc1ccc(C(F)(F)F)cc1
  -11	0.7	-9	-1	-9	0	-3	4	-9
COc1ccccc1N1C(=NC(=O)CCC2CCCC2)SC2CS(=O)(=O)CC21 (configuration not stated)
  -9	-0.1	-2	5	12	-17	0	-13	-8
CCOC(=O)C1=C(COC(=O)c2ccc(OC)c(OC)c2OC)NC(=O)NC1C (configuration not stated)
  -14	2.2	-3	7	10	-2	0	1	15

(list continues)
Each structure is followed by: CHO parental Ca	CHO-K1 Ca ag	OXTR potentiate	TAAR1 ag	M1 PAM parental	M1 antag	CHRM1 agonist	CHO-K1 Ca antag	TAAR1 antag
COc1ccc(Nc2c(-c3ccc(C)cc3)nc3cnccn23)cc1
  -14	0.4	-2	-3	14	-20	-3	-10	-57
CCNC(=O)c1ccc(C2SCC(=O)N2Cc2ccco2)cc1 (configuration not stated)
  -6	0.2	0	3	2	-18	-7	-3	2
COc1cc(/C=N/n2nnnc2N)ccc1OC(C)=O
  nt	-0.2	nt	0	19	-12	-3	-7	1
CSc1nnc(C(C)(C)C)c(=O)n1/N=C/c1ccccc1
  -17	0.4	-2	22	13	-14	-1	-6	-25
CCN(CC)C(=O)C1=C(C)N(CCC2=CCCCC2)C(=O)C(CC(=O)NCCCCc2ccccc2)C1 (configuration not stated)
  nt	-0.1	nt	-2	10	-4	-3	-12	-12
COc1ccc(/C=C2\C(=O)N(c3c(Cl)cc(Cl)cc3Cl)N=C2NC(=O)c2cccc([N+](=O)[O-])c2)cc1
  -4	-0.1	-5	nt	12	-5	-4	1	nt
COc1ccc(-c2[nH]nc3c2C2(C(=O)N(CC(=O)O)c4ccccc42)C(C#N)=C(N)O3)cc1OC (configuration not stated)
  -5	0.9	0	1	17	-7	-4	-6	6
N#Cc1ccc(N2Cc3ccccc3C2=NC(=O)c2cccs2)cc1
  -16	0.1	-4	-1	-3	-11	-7	4	0
CCc1cccc(NC(=O)C2CCCN2S(=O)(=O)c2ccc3c(c2)n(C)c(=O)c(=O)n3C)c1 (configuration not stated)
  -13	-0.4	1	-1	1	15	-7	-4	-25
Cc1cc(=O)oc2cc(NC(=O)c3cc4ccccc4o3)ccc12
  -12	nt	-7	12	nt	nt	nt	nt	0

The list goes on.
Each structure is followed by: CHO parental Ca	CHO-K1 Ca ag	OXTR potentiate	TAAR1 ag	M1 PAM parental	M1 antag	CHRM1 agonist	CHO-K1 Ca antag	TAAR1 antag
CC(C)CN=C(NS(=O)(=O)c1ccccc1)C(Cl)(Cl)Cl
  -1	1.6	-6	10	23	1	-8	-12	-1
C#CCOCCOCCOCCNc1nc(N2CCN(C(=O)[C@H](CCC(=O)O)n3cc([C@@H](N)CCCCN)nn3)CC2)nc(N2CCN(C(=O)[C@H](CCC(=O)O)n3cc([C@@H](N)CCCCN)nn3)CC2)n1
  -12	0.3	-1	0	10	-1	-3	-11	0
COCCN(C(=O)c1sc2ccccc2c1Cl)c1c(N)n(CC(C)C)c(=O)[nH]c1=O
  -14	-0.5	-5	7	15	-4	3	-11	2
COc1ccc(-c2nc(-c3ccc(C(=O)O)cc3)no2)cc1
  -3	0.4	-6	-1	13	-10	-3	-10	-5
Cc1cccc(N2CC(C(=O)Nc3nnc(SCCN4CCOCC4)s3)CC2=O)c1 (configuration not stated)
  -15	0.9	-9	1	8	2	-3	-1	-13
CCCCc1n[nH]c(=S)n1Cc1ccccc1
  -7	0.8	-9	1	13	5	-6	-9	10
